ZTA counter = ZTA (EBV) inhibition in EBNA-1 counter-screen; P03206; ZTA-DNA binding, fluorescence polarization; inhibition, % at 11 µM; 0.15% of 320,000 active; AID 2234; in the data active means inhibition above about 33%
LYPLA2 inh = LYPLA2 inhibitors, primary screen, counter-screen for PME1 inhibitor project, biochemical, fluorescence polarization, FP-Rh probe ABPP | inhibition, % at 5.9 µM | Acyl-protein thioesterase 2 (Homo sapiens), O95372 | 0.38% of 320,000 active | recombinant LYPLA2 | AID 2177, 2009;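 active means inhibition above the screen-wide mean plus 3 SD, limit set per campaign, cut at about 26% in these data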;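 further: 0% = LYPLA2 with DMSO and 100% = wells lacking LYPLA2 enzyme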
PAFAH2 inh = PAFAH2 enzyme inhibitors, primary screen, biochemical, fluorescence polarization, human; Platelet-activating factor acetylhydrolase 2, cytoplasmic (Homo sapiens), Q99487; recombinant PAFAH2, FP-rhodamine activity probe; inhibition, % at 3.39 µM; 0.99% of 340,000 active; AID 492956, 2010;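 active means inhibition above the mean over all tested compounds plus 3 SD, cut at about 30% in these data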;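 further: inhibitors block probe labeling of enzyme so polarization drops; 0% = enzyme with DMSO and 100% = wells lacking PAFAH2 protein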
PAD4 inh = human PAD4 inhibitors, primary screen, biochemical, fluorescence polarization, 1536-well format; 0.41% of 330,000 active; AID 485272, 2010; inhibition, % at 6.36 µM; recombinant PAD4, RCA probe fluorescence polarization;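 active means percent inhibition above a cutoff equal to the mean of all tested compounds plus 3 SD, cut at about 15% in these data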;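 further: 0% = PAD4 with RCA probe and DMSO and 100% = probe without PAD4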
Target sequence (Q9UM07 whole entry, looked up): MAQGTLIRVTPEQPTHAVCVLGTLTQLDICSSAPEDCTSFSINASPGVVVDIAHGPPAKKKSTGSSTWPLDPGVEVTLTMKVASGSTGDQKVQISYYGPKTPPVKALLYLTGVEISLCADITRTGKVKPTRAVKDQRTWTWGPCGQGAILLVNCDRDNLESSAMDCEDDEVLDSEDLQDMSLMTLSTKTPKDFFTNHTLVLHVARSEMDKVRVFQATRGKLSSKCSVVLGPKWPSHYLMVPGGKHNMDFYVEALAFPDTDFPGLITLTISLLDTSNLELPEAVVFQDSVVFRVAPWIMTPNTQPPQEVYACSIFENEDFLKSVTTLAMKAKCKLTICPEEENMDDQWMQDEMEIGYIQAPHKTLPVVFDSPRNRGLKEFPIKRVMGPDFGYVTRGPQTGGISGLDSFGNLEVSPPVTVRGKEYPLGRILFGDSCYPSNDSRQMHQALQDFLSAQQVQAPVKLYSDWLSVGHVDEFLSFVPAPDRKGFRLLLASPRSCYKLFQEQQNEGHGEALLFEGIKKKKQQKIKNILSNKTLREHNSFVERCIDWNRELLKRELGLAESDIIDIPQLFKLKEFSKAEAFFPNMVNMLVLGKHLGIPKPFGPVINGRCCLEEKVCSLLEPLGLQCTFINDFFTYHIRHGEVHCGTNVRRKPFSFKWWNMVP
GSTO1 counter = inhibitors of recombinant GSTO1, primary screen, counter-screen for RBBP9 inhibitor project, biochemical, fluorescence polarization. Glutathione S-transferase omega-1 (Homo sapiens), P78417. activity-based probe fluorescence polarization. inhibition, % at 5.96 µM. 1.1% of 300,000 active. AID 1974, 2009;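 active means inhibition above the campaign mean inhibition plus 3 SD, cut at about 35% in these data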;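 further: 0% = GSTO1-1 with DMSO and 100% = wells lacking GSTO1-1 enzyme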
EBNA-1 inhibitor = EBNA-1 DNA-binding inhibitors, primary screen, biochemical, fluorescence polarization. inhibition, % at 14.8 µM. 0.34% of 300,000 active. AID 1950, 2009; in the data active means inhibition above about 28%
PREPL inh = PREPL enzyme inhibitors, primary screen, biochemical, fluorescence polarization. inhibition, % at 5.96 µM. recombinant PREPL, fluorescence polarization activity-based probe. 0.68% of 320,000 active. AID 2751, 2010; in the data active means inhibition above about 43%;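 further: 0% = enzyme with DMSO and 100% = wells lacking enzyme; many of its hits are not listed in these tables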
PAFAH1B3 FP inh = PAFAH1B3 enzyme inhibitors, primary screen, biochemical, fluorescence polarization, human; Platelet-activating factor acetylhydrolase IB subunit alpha1 (Homo sapiens), Q15102; recombinant PAFAH1B3, FP-rhodamine probe; inhibition, % at 3.39 µM; 0.28% of 340,000 active;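 active means inhibition above the screen-wide average of all tested compounds plus 3 SD, cut at about 25% in these data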;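 further: 0% = enzyme with DMSO only and 100% = wells lacking PAFAH1B3 protein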
Target sequence (Q15102 whole entry, looked up): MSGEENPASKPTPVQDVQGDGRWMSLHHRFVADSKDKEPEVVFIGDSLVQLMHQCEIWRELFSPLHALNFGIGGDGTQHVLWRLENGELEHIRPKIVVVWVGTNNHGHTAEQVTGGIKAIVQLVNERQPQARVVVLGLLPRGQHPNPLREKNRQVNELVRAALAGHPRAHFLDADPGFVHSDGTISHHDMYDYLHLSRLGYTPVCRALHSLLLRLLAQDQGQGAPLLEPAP
LYPLA1 counter = LYPLA1 inhibitors, primary screen, counter-screen for PME1 inhibitor project, biochemical, fluorescence polarization, FP-Rh probe ABPP; Acyl-protein thioesterase 1 (Homo sapiens), O75608; recombinant LYPLA1; inhibition, % at 5.9 µM; 0.16% of 320,000 active; AID 2174, 2009;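 active means inhibition above the mean of all tested compounds plus 3 SD, set per campaign, cut at about 14% in these data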;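 further: inhibitors block serine hydrolase probe labeling of LYPLA1 so polarization falls; 0% = enzyme with DMSO and 100% = wells lacking LYPLA1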
* marks the source's active call; other numbers are inactive results; · = no result given.

Second line of a record – ZTA counter	LYPLA2 inh	PAFAH2 inh	PAD4 inh	GSTO1 counter	EBNA-1 inhibitor	PREPL inh	PAFAH1B3 FP inh	LYPLA1 counter
> COc1ccc(N(CC(=O)NCc2ccccc2OC)S(=O)(=O)c2ccc(C)cc2)cc1Cl
  1	-9	0	-1	-3	-2	-7	-6	-8
> CC(C)/C(=N\NC(=O)Nc1ccccc1)c1ccccc1
  -26	-4	2	-2	5	2	9	5	1
> O=S(=O)(c1ccc(F)cc1)N1CCN(CC(O)COc2ccccc2F)CC1 (configuration not stated)
  -13	-3	2	-1	-1	-14	-24	10	-3
> Cc1ccccc1C(=O)NNC(=S)NC(=O)c1cccnc1
  -4	4	11	0	0	-11	-8	2	-3
> Cc1cc(NC(=O)Nc2cccc(C)c2C)no1
  -13	2	-6	-8	5	9	1	10	2
> O=C(CCC(=O)n1ncc2ccccc21)NCc1ccccc1Cl
  11	-5	6	0	3	-9	-2	9	-1
> COc1ccc(-n2nnnc2-c2cn(C)nc2C(F)(F)F)cc1
  6	9	-6	2	-1	4	11	2	4
> CCC(=O)OCC(=O)C1(OC(=O)CC)[C@H](C)C[C@H]2[C@H]3[C@H]([C@@H](O)C[C@@]21C)[C@@]1(C)C=CC(=O)C=C1C[C@H]3Cl (some centres not stated)
  -13	1	5	1	8	-2	5	1	-2
> CCN(CC(=O)NCc1cccs1)C(=O)/C=C/c1ccc(OC)c(OC)c1
  13	0	4	-7	-5	-3	-5	7	1
> CCNc1nc(NCC)nc(OCCNS(=O)(=O)c2ccccc2)n1
  -9	2	1	-1	-1	-1	4	5	0
> COc1cc(-c2cc(C(=O)NCc3ccco3)c3ccccc3n2)cc(OC)c1OC
  3	-6	-8	4	-1	-10	4	0	-4
> COc1ccc(C(=O)NC(=S)Nc2ccccc2N2CCOCC2)cc1Br
  9	-2	-5	1	-2	2	8	1	-8
> CN(Cc1nc(Cc2cccc(C(F)(F)F)c2)no1)C1CC(C)(C)NC(C)(C)C1
  -18	3	3	-11	-3	-8	24	3	3
> CCC1(c2ccccc2)NC(=O)N(CC(=O)N(C)CC(=O)Nc2cccc(OC)c2)C1=O (configuration not stated)
  -18	10	6	-4	2	-19	-9	12	3
> Cc1ccc(NC(=O)CN(C)C(=O)COC(=O)C(C)(C)Oc2ccc(Cl)cc2)cc1
  -9	7	-2	6	5	1	-9	1	2
> Cc1nnc(SCC(=O)N(C)c2ccccc2)n1-n1cccc1
  -6	3	4	-2	-8	9	2	4	-4
> Nc1nc(SCC(=O)Nc2cccc(Oc3ccccc3)c2)n[nH]1
  5	-3	6	6	2	-2	-3	2	-4
> CN(C)S(=O)(=O)N(CC(=O)NCCSCc1ccccc1)c1ccccc1
  -2	-5	5	-2	7	3	5	6	-2
> Nc1ncnc2c1nc(SCCO)n2Cc1ccccc1
  2	1	-2	-2	14	3	-1	-2	-3
> CCCOC(=O)CSc1nc(N)c(C#N)c(-c2ccco2)c1C#N
  7	0	7	-1	-41	-6	-1	-3	-4
> O=C(Nc1ccc2c(c1)C(=O)N(CC1CCCO1)C2=O)c1ccccc1Br (configuration not stated)
  -4	10	6	-6	-55	-7	16	4	3
> c1ccc(Cn2nnc3c(NCc4ccc5c(c4)OCO5)ncnc32)cc1
  15	4	-7	4	2	22	-3	1	-1
> O=C(NCCS(=O)(=O)NCc1ccc(F)cc1)c1ccc2c(c1)OCO2
  4	3	-5	3	2	12	20	1	2
> CCCCC(=O)Nc1ccc(C(=O)Nc2ccc(OC)cc2[N+](=O)[O-])cc1
  -19	-1	-7	-2	-2	-7	-4	2	-3
> C=C1CCC(N(O)c2cc(C)on2)C(=C)CCC2C1CC2(C)C (configuration not stated)
  5	-5	-3	-6	·	·	-5	3	2
> CCOC(=O)N1CCN(C(=O)c2ccc(N(Cc3ccccc3)S(C)(=O)=O)cc2)CC1
  -2	2	3	4	4	3	10	1	2
> Cc1nnc(CN(C)Cc2cn[nH]c2-c2ccc(-c3ccccc3)cc2)o1
  -16	0	-1	2	-1	-7	10	3	-3
> CC1CC(C)CN(S(=O)(=O)c2ccc(C(=O)NCc3ccc4c(c3)OCO4)cc2)C1 (configuration not stated)
  -3	-21	2	-1	-2	53*	7	0	-13
> Nc1ccc2c(c1)OC1(CCCC1)O2
  -8	6	-2	-4	26	5	10	4	4
> Nc1ccc(C(=O)c2cccs2)cc1
  -1	-1	7	5	1	7	-5	3	2

More compounds:
Second line of a record – ZTA counter	LYPLA2 inh	PAFAH2 inh	PAD4 inh	GSTO1 counter	EBNA-1 inhibitor	PREPL inh	PAFAH1B3 FP inh	LYPLA1 counter
> CC(=O)NC(CCS(C)(=O)=O)C(=O)Nc1c(C)cccc1C (configuration not stated)
  -14	7	-2	-2	-6	3	-4	-2	-2
> c1ccc(-c2nnc(CN3CCCCC3)o2)cc1
  8	-6	-3	-6	1	-9	2	7	1
> COc1ccc(CCNC(=O)COc2ccc(S(=O)(=O)N3CCCC3)cc2)cc1
  -4	1	1	-8	15	-22	-3	4	3
> CCOC(=O)N1CCN(C(=O)c2ccc(C)c(S(=O)(=O)Nc3ccccc3)c2)CC1
  18	-3	8	-2	-3	8	3	3	-1
> Cn1cccc1C(=O)OCC(=O)Nc1cccc(S(=O)(=O)N2CCOCC2)c1
  1	-5	29	-3	3	-6	13	5	-1
> CC(C)(C)NC(=O)CN(C(=O)CNS(=O)(=O)c1ccccc1)c1ccc2c(c1)OCCO2
  -5	1	0	4	-1	8	1	11	6
> COc1cc(C(=O)NCc2nnc(SCC(=O)N3CCc4ccccc43)o2)cc(OC)c1OC
  -10	-2	-4	5	4	6	0	-2	1
> CCN(C[C@H]1N[C@@](CC)(C(=O)OC)[C@H]2C(=O)N(C)C(=O)[C@@H]12)C(=O)Nc1ccc(F)cc1
  ·	·	1	-3	·	·	6	-1	·
> COc1ccc(/C=N/NC(=S)SC)cc1OC
  -16	4	3	1	2	-13	8	5	1
> O=C(NCCCCNC(=O)c1ccccc1F)c1ccccc1F
  -1	2	2	-1	0	4	7	5	3
> COC(=O)CCCSc1nccn1-c1ccccc1
  -9	-7	5	1	13	0	1	4	-2
> CCCn1ncc(CN2CCN(CCc3ccccc3)C(CCO)C2)c1C (configuration not stated)
  -10	-1	4	3	-1	1	2	6	0
> O=C1OC(Cc2ccncc2)C(O)=C1C1=NCCCN1 (configuration not stated)
  0	-5	-4	-6	2	1	8	-5	0
> CC(=O)c1cc(-c2ccccc2)n(CC(=O)NC(C)(C)C)c1C
  -18	1	0	4	6	6	9	1	-4
> CC(C)c1nnc(NC(=O)CCC(=O)N2CCC(Cc3ccccc3)CC2)s1
  6	5	0	5	9	2	-13	7	1
> COc1ccc(CNC(=O)CCCCCn2c(SCC#N)nc3cc4c(cc3c2=O)OCO4)cc1
  8	-5	-2	-1	-5	38*	8	5	0
> CCOc1cc(C)c(S(=O)(=O)Nc2ccc(F)cc2)cc1C
  13	-4	-3	0	-3	5	-1	5	1
> CNc1nc(SC)nc(N(C)C#N)n1
  -18	6	-18	3	3	-7	10	4	-1
> CCOC(=O)C1(Cc2ccc(OC)cc2)CCN(C(=O)c2cc(C)nn2C)CC1
  -5	-13	3	-8	0	-16	12	-6	-4
> CC1=C(C(=O)OCc2ccccc2)C(c2ccccc2Br)NC(=O)N1 (configuration not stated)
  -7	-1	3	-2	-39	-9	-15	7	-1
> O=C(O)CCCC(=O)NCc1c(Cl)cccc1Sc1ccc(Cl)cc1
  -5	3	10	-2	11	6	13	16	3
> CN(c1ccccc1)S(=O)(=O)c1ccc(C(=O)Nc2nnc(-c3ccc(F)cc3)o2)cc1
  -8	1	·	-3	-19	-1	19	·	-6
> CC(=O)c1c(C)[nH]c(C(=O)OCC(=O)c2c(N)n(C)c(=O)n(C)c2=O)c1C
  8	5	·	-4	-2	-10	10	·	1
> O=C1CCC(C(=O)OCC(=O)c2ccccc2)N1 (configuration not stated)
  7	1	-6	-1	7	-7	-1	8	0
> CN(C)Cc1c(C(=O)N/N=C/c2ccc(-c3ccccc3)cc2)nnn1-c1nonc1N
  3	1	-5	0	5	-11	6	-4	-2
> C=CCSc1nc2c(c(=O)[nH]1)C(C(C)C)C(C#N)=C(N)O2 (configuration not stated)
  -5	1	6	-3	-1	-3	-1	6	2
> CCC(c1nnnn1Cc1ccc2c(c1)OCO2)N1CCN(c2ccc(F)cc2)CC1 (configuration not stated)
  -23	12	1	-2	2	-8	-39	2	2
> CC(C)(C)c1cc(CCC(=O)N2CCC2)cc(C(C)(C)C)c1O
  -11	4	-6	0	6	-9	-4	3	3
> CCCCSc1nnc([C@@H](NC(=O)OC(C)(C)C)C(C)C)o1
  0	12	-3	0	-2	-4	5	12	4
> N#CCC(=O)NCCCc1ccccc1
  -8	-1	10	-7	-3	-7	-4	-102	-3

In another format: entries from further up.
molecule	ZTA counter	LYPLA2 inh	PAFAH2 inh	PAD4 inh	GSTO1 counter	EBNA-1 inhibitor	PREPL inh	PAFAH1B3 FP inh	LYPLA1 counter
CCOc1cc(C)c(S(=O)(=O)Nc2ccc(F)cc2)cc1C	13	-4	-3	0	-3	5	-1	5	1
CNc1nc(SC)nc(N(C)C#N)n1	-18	6	-18	3	3	-7	10	4	-1
CCOC(=O)C1(Cc2ccc(OC)cc2)CCN(C(=O)c2cc(C)nn2C)CC1	-5	-13	3	-8	0	-16	12	-6	-4
CC1=C(C(=O)OCc2ccccc2)C(c2ccccc2Br)NC(=O)N1 (configuration not stated)	-7	-1	3	-2	-39	-9	-15	7	-1
O=C(O)CCCC(=O)NCc1c(Cl)cccc1Sc1ccc(Cl)cc1	-5	3	10	-2	11	6	13	16	3
CN(c1ccccc1)S(=O)(=O)c1ccc(C(=O)Nc2nnc(-c3ccc(F)cc3)o2)cc1	-8	1	·	-3	-19	-1	19	·	-6
CC(=O)c1c(C)[nH]c(C(=O)OCC(=O)c2c(N)n(C)c(=O)n(C)c2=O)c1C	8	5	·	-4	-2	-10	10	·	1
O=C1CCC(C(=O)OCC(=O)c2ccccc2)N1 (configuration not stated)	7	1	-6	-1	7	-7	-1	8	0
CN(C)Cc1c(C(=O)N/N=C/c2ccc(-c3ccccc3)cc2)nnn1-c1nonc1N	3	1	-5	0	5	-11	6	-4	-2
C=CCSc1nc2c(c(=O)[nH]1)C(C(C)C)C(C#N)=C(N)O2 (configuration not stated)	-5	1	6	-3	-1	-3	-1	6	2
CCC(c1nnnn1Cc1ccc2c(c1)OCO2)N1CCN(c2ccc(F)cc2)CC1 (configuration not stated)	-23	12	1	-2	2	-8	-39	2	2
CC(C)(C)c1cc(CCC(=O)N2CCC2)cc(C(C)(C)C)c1O	-11	4	-6	0	6	-9	-4	3	3
CCCCSc1nnc([C@@H](NC(=O)OC(C)(C)C)C(C)C)o1	0	12	-3	0	-2	-4	5	12	4
N#CCC(=O)NCCCc1ccccc1	-8	-1	10	-7	-3	-7	-4	-102	-3

An excerpt; count on the stated rates, not on these rows.
